High-throughput results deposited in PubChem by The Scripps Research Institute Molecular Screening Center.
SRC1 TRFRET art: counter-screen for PPARgamma SRC-1 recruitment agonists: TR-FRET artefact. TR-FRET detection artefact counter-screen, emission ratio; hits give high values. TR-FRET ratio at 8 µM. hit rate 0.34% among 99,000; in the data active = TR-FRET ratio above about 2300; note: inactives centre near 1800; reference of the scale not given here
SRC3 TRFRET art: flags TR-FRET format artefacts in PPARgamma SRC-3 recruitment agonist screen | TR-FRET artefact counter-screen, PPARgamma/SRC-3 format; hits give high values | AID 1048 | hit rate 0.39% among 99,000 | TR-FRET ratio at 8 µM; in the data active = TR-FRET ratio above about 2000; note: inactives centre near 1600; reference of the scale not given here
An asterisk follows results filed as active. Some of the compounds tested (hit frequency here may not be typical).

Preview (2 entries):
SMILES	SRC1 TRFRET art	SRC3 TRFRET art
CN(Cc1nc(Cc2cccc(F)c2)no1)CC1COCCO1 (centres undefined)	1848	1514
COc1ccccc1CNC(=O)COC(=O)Cn1cnc2ccccc21	1786	1480

The list itself, repeating the preview:
SMILES	SRC1 TRFRET art	SRC3 TRFRET art
CN(Cc1nc(Cc2cccc(F)c2)no1)CC1COCCO1 (centres undefined)	1848	1514
COc1ccccc1CNC(=O)COC(=O)Cn1cnc2ccccc21	1786	1480
CCCCSc1nc2ccccc2[nH]1	1697	1583
CCOC(=O)N1C(=O)C2(CCCCC2)N(c2ccccc2Cl)C1=S	1620	1478
CSC1=N/C(=C\c2ccc(C)s2)C(=O)S1	1754	1674
O=C(NCCN1CCCCC1)c1cc2ccccc2[nH]1	1907	1666
S=C(Nc1ccccc1)NC1CCN(Cc2ccccc2)CC1	1693	1448
COc1ccc(C(=O)CSc2n[nH]c(-c3ccco3)n2)cc1	1650	1828
CCCCN(CC)CCCNC(=O)Cn1nc(Cc2ccncc2)c2ccccc2c1=O	1810	1429
NS(=O)(=O)c1ccc(NC(=S)NC(=O)c2ccc(Br)o2)cc1	1779	1638
CCOc1cc(/C=N\NC(=O)C2C(=O)NCC2c2ccccc2)ccc1OC (centres undefined)	1817	1702
CN(C)/C=N/c1[nH]ncc1C#N	1945	1586
Cc1c(NC(=O)C2CC(c3cccc(Br)c3)=NO2)c(=O)n(-c2ccccc2)n1C (centres undefined)	1853	1523
COc1ccc(OCc2cccc(C(=O)NN)c2)cc1	1765	1609
COc1cc(OC)nc(NC(=O)NS(=O)(=O)c2ccc(F)cc2)n1	1492	1591
O=C(CSc1nc2[nH]ncc2c(=O)n1-c1ccccc1)N1CCCCCC1	1587	1364
O=C(Nc1cc([N+](=O)[O-])ccc1Cl)c1ccc2c(c1)OCO2	1951	1579
COC(=O)c1ccccc1NC(=O)CN1CCN(c2ccccn2)CC1	1638	1456
O=C(Nc1ccnc(-c2cccnc2)n1)c1cccs1	1835	1489
Cc1ccc2nc(SCC(=O)Nc3ccc(C(N)=O)cc3)[nH]c2c1	1666	1484
O=C(N/N=C/c1ccc(OC(=O)c2ccccc2)cc1)c1cccc(O)c1	1909	1698
O=C(O)CCc1ccc(-c2ccc(Cl)cc2)n1NC(=O)c1ccc(O)cc1	1780	1635
COc1cc(CO)ccc1OCC(=O)Nc1ccc(Br)cc1	1813	1680
COc1ccc(N2CCN(CC(=O)Nc3ccccc3SC)CC2)cc1	1804	1732
O=C(COC(=O)CCc1nc2ccccc2s1)Nc1ccc(Cl)cn1	1888	1535
Nc1c(N(CCO)C(=O)COc2ccc(Cl)cc2)c(=O)[nH]c(=O)n1Cc1ccccc1	1670	1531
Cc1cccc(CC2CC(=O)N(CCc3ccc4c(c3)OCO4)C2=O)c1 (centres undefined)	1904	1637
CCOC(=O)C1(Cc2cccc(F)c2)CCN(C(=O)C2CCOCC2)CC1	1548	1458
CN(C)[C@@H](CO)c1nnc([C@H](CC(=O)O)NC(=O)C2CCNCC2)o1	1813	1612
Cc1cc(NC(=O)c2ccc(NC(=O)C(C)Oc3ccccc3)cc2)no1 (centres undefined)	2019	1617
CC1=C(C(=O)OCc2ccccc2)C(c2ccc(C)o2)C2=C(CCCC2=O)N1 (centres undefined)	1961	1686
COc1ccccc1/C=N/NC(=O)C(C)Cn1cnc2ccccc21 (centres undefined)	1765	1419
Cc1ccsc1/C=N/NC(=O)CNC(=O)c1ccc(S(=O)(=O)N(C)C)cc1	1892	1579
Cc1nc2cc(NC(=O)NC3CC3)ccc2n1C	1563	1460
CC(=O)Cn1c2ccccc2n2nc(CCC(=O)O)c(=O)nc12	1684	1406
O=C(NC(Cc1ccccc1)C(=O)O)/C(=C/c1ccco1)NC(=O)c1cccc(Br)c1 (centres undefined)	1518	1556
N#C/C(C(=O)NCCc1ccccc1)=C1/N=C(NC(=O)c2cccs2)c2ccccc21	2193	1628
O=C(Nc1ccc(S(=O)(=O)Nc2ncccn2)cc1)c1cccnc1	1794	1692
COc1cccc(/C=N/NC(=O)CCCC(=O)NC2CCCCC2)c1	1691	1592
O=C(O)/C=C/C(=O)NCCc1ccccc1	1906	1498
O=C(N/N=C/C=C/c1ccc([N+](=O)[O-])cc1)C1COc2ccccc2O1 (centres undefined)	2024	1467
CN1C(=O)c2ccccc2C(C(=O)O)C1c1cccc([N+](=O)[O-])c1 (centres undefined)	2002	1672
COc1ccc(CC(=O)NNC(=O)COc2ccc(Br)cc2C)cc1OC	1650	1348
O=C(CC1C(=O)NCCN1Cc1ccc(-c2ccccc2)cc1)NCC1CCOCC1 (centres undefined)	1729	1365
O=[N+]([O-])c1nn(-c2ccc(Cl)cc2)n(O)c1=NCc1ccccc1Cl	2102	1584
COc1ccc(NC(=O)N2CCCC(CCC(=O)N(C)CCc3ccccn3)C2)cc1 (centres undefined)	1520	1515
COCCNc1nc(N)c([N+](=O)[O-])c(NCC2CCCO2)n1 (centres undefined)	1778	1422
CCCCN(CC)C(=O)Cc1ccc(Br)cc1	2030	1781
COC(=O)CN(c1ccc(C)cc1)S(=O)(=O)c1ccc(F)cc1	1930	1681
O=C(O)C1=C[C@H](c2ccc(Br)cc2)C[C@H](OCCCCO)O1	1609	1496
Cc1cc(C(=O)Nc2ccc(N3CCCC3)c(Cl)c2)ccc1[N+](=O)[O-]	2104	1712
CN(C)S(=O)(=O)c1ccc(C(=O)NCC(=O)N/N=C/c2ccco2)cc1	1899	1696
CCN(CC)c1ccc(/C=N/NS(=O)(=O)c2ccc(CNC(C)=O)cc2)cc1	1878	1688
O=c1c(OC2OC(CO)C(O)C(O)C2O)c(-c2ccc(O)c(O)c2)oc2cc(O)cc(O)c12 (centres undefined)	1814	1464
CC(C)CNC(=O)NC1(C(F)(F)F)Oc2ccccc2O1	1584	1311
O=C(Nc1ccc(Cl)c(Cl)c1)Nc1nnc(-c2ccncc2)s1	1902	1510
CC(C)(C)c1cc(OC(=O)c2ccccc2F)ccc1O	1655	1623
COc1ccc(N(CC(=O)Nc2c(C)n(C)n(-c3ccccc3)c2=O)S(=O)(=O)c2ccc(F)cc2)cc1	1678	1465
O=C(O)c1cccc(Nc2nc(Nc3ccccc3)nc(N3CCCC3)n2)c1	1925	1701
COc1ccc(CC(NC(C)=O)C(=O)NC2CCN(c3nnnn3-c3ccccc3)CC2)cc1 (centres undefined)	1821	1542

New compounds follow:
SMILES	SRC1 TRFRET art	SRC3 TRFRET art
CC(C)Cn1cc(C(=O)N2CCC(C)CC2)c2c3ccccc3n(C)c2c1=O	1745	1641
C/C(=N\N=C(N)N)c1cccc(Cl)c1	1737	1679
CCN(Cc1ccccc1)C(=O)C1CCN(Cc2sccc2C)CC1	1724	1630
CCOC(=O)c1csc(NC(=O)c2ccc(N3C(=O)CCC3=O)cc2)n1	2048	1492
CCc1nnc(NS(=O)(=O)c2ccc(NC(=S)NC(=O)c3ccc(OC)c(OC)c3)cc2)s1	1915	1715
Cn1c(=O)n(C)c2cc(NS(=O)(=O)c3ccc(Br)s3)ccc21	1688	1646
Cn1cc([N+](=O)[O-])c(C(=O)N/N=C\c2c[nH]c3ccccc23)n1	1893	1628
CCn1ncc([N+](=O)[O-])c1C(=O)Nc1ccc(C(=O)N2CCCCC2)cc1	1747	1602
COc1ccc(C(=O)Nc2ccc(N3CCC(C)CC3)cc2)cc1Br	1911	1563
CCCCCCCC(=O)NNC(=O)c1c(O)c2ccccc2n(CC)c1=O	1849	1590
O=C(/C=C\c1ccco1)c1ccc(NC(=O)c2ccco2)cc1	1531	1735
COC(=O)c1sccc1NC(=O)c1c(C)c(-c2cccc(Cl)c2)nc2ccccc12	1612	1530
C#C[C@]1(O)CC[C@H]2[C@@H]3CCC4=C(CCC(=O)C4)[C@H]3CC[C@@]21C	1681	1658
O=S(=O)(Nc1nc2ccccc2nc1N1CCc2ccccc2C1)c1ccc(Br)cc1	1896	1588
O=C(OCCC1Oc2cccnc2NC1=O)c1ccc([N+](=O)[O-])cc1 (centres undefined)	1602	1425

Sorted by molar mass (ascending): some entries from above.
SMILES	SRC1 TRFRET art	SRC3 TRFRET art
C/C(=N\N=C(N)N)c1cccc(Cl)c1	1737	1679
O=C(NCCN1CCCCC1)c1cc2ccccc2[nH]1	1907	1666
CC(C)CNC(=O)NC1(C(F)(F)F)Oc2ccccc2O1	1584	1311
Cn1cc([N+](=O)[O-])c(C(=O)N/N=C\c2c[nH]c3ccccc23)n1	1893	1628
COC(=O)c1ccccc1NC(=O)CN1CCN(c2ccccn2)CC1	1638	1456
Cc1cc(NC(=O)c2ccc(NC(=O)C(C)Oc3ccccc3)cc2)no1 (centres undefined)	2019	1617
COc1cc(CO)ccc1OCC(=O)Nc1ccc(Br)cc1	1813	1680
CCCCCCCC(=O)NNC(=O)c1c(O)c2ccccc2n(CC)c1=O	1849	1590
CN(C)S(=O)(=O)c1ccc(C(=O)NCC(=O)N/N=C/c2ccco2)cc1	1899	1696
Cn1c(=O)n(C)c2cc(NS(=O)(=O)c3ccc(Br)s3)ccc21	1688	1646
N#C/C(C(=O)NCCc1ccccc1)=C1/N=C(NC(=O)c2cccs2)c2ccccc21	2193	1628
Nc1c(N(CCO)C(=O)COc2ccc(Cl)cc2)c(=O)[nH]c(=O)n1Cc1ccccc1	1670	1531
COc1ccc(CC(NC(C)=O)C(=O)NC2CCN(c3nnnn3-c3ccccc3)CC2)cc1 (centres undefined)	1821	1542
O=C(NC(Cc1ccccc1)C(=O)O)/C(=C/c1ccco1)NC(=O)c1cccc(Br)c1 (centres undefined)	1518	1556

Remaining list, next part
SMILES	SRC1 TRFRET art	SRC3 TRFRET art
C=CCc1cccc(/C=N/NC(=O)CCCNc2ccc(C)cc2)c1O	2155	1535
O=C(OC1CCOC1=O)c1ccc(Cl)c(S(=O)(=O)N2CCCCC2)c1 (centres undefined)	1707	1570
COc1ccc(OC)c(NC(=O)CC2SC(=N)N(c3ccccc3)C2=O)c1 (centres undefined)	1790	1705
Cn1c(=O)cc(OCCCC(=O)NCc2ccc(F)cc2Cl)c2ccccc21	1748	1760
Fc1ccc(CO/N=C2\CCCc3nonc32)cc1	1952	1508
O=C(CCCC1=NS(=O)(=O)c2ccccc2N1)N1CCN(c2ccc(Cl)cc2)CC1	1910	1800
O=c1[nH]c(=S)[nH]c2sccc12	2108	1856
CCOc1ccc(S(=O)(=O)NCCC(=O)N2CCN(c3ccc(OC)cc3)CC2)cc1	1825	1800
CN(Cc1c(C(=O)N(C)Cc2ccccc2)nc2ccccn12)CC1Cc2ccccc2O1 (centres undefined)	1837	1564
COCCn1c(Cc2ccccc2)nnc1SCc1ccc([N+](=O)[O-])cc1	1924	1567
CN(Cc1cccc(Cl)c1Cl)C(=O)c1ccc(NC(=O)CC#N)cc1	1817	1428
CCOc1ccccc1NC(=O)N1CCC(c2nc3ccc(C)cc3[nH]2)CC1	1997	1422
CSc1ccc(S(=O)(=O)Nc2ccc3c(c2)NC(=O)CC3)cc1	1728	1342
O=C(N/N=C/c1ccc([N+](=O)[O-])cc1)c1[nH]ncc1Br	1796	1353
CCCCNC(=O)C1CCC(CNS(=O)(=O)c2ccc(NC(C)=O)cc2)CC1 (centres undefined)	1948	1589
CCOc1cc(C(=O)OC(C)C(=O)Nc2ncc(Cl)cc2Cl)ccc1OCC(=O)N1CCOCC1 (centres undefined)	2073	1650
OCCN(CC(O)COc1ccccc1)CC(O)Cn1ccc2ccccc21 (centres undefined)	1601	1700
Cc1ccsc1C(=O)N1CCCC(CCC(=O)N2CCN(c3ccccn3)CC2)C1 (centres undefined)	1734	1586
Cc1ccc2[nH]c(=O)c(CN3CCCCC3)c(-c3ccccc3)c2c1	1990	1679
COc1cc(C)c(S(=O)(=O)N2CCOCC2)c(C)c1C	1644	1522
CC1=NNC(=O)C1CCC(=O)N/N=C(\C)c1ccccc1 (centres undefined)	1740	1476
N#Cc1ccc(N2CCOCC2)c([N+](=O)[O-])c1	1744	1582
CCOC(=O)/C(C#N)=C/c1ccc(N2CCCCC2)cc1	1674	1736
COc1ccc(N(C(=O)Cn2nnc(-c3ccccc3F)n2)C(C(=O)NCC2CCCO2)c2ccc(Cl)cc2)cc1 (centres undefined)	1526	1467
Cc1ccccc1CN1CCSc2sccc2C1=O	1902	1369
O=C(COC(=O)c1ccco1)NCc1ccc(F)cc1	1720	1438
COc1ccc(-n2c3c(cc(C(=O)Nc4cccc(C)n4)c2=O)C(=O)CC(C)(C)C3)cc1	1708	1616
O=C(Nc1nnc(-c2ccco2)o1)c1ccc(S(=O)(=O)N2CCCC2)cc1	1823	1528
CC(C(=O)NCC1CCCO1)n1cc([N+](=O)[O-])cn1 (centres undefined)	1707	1589
O=S(=O)(NC1c2cccc3cccc(c23)C1Sc1ncccn1)c1ccccc1 (centres undefined)	1535	1598
Cc1cc(C)cc(NC(=S)N(CCN(C)C)C(C)c2cccnc2)c1 (centres undefined)	1716	1532
CCN(Cc1ccccc1)S(=O)(=O)c1ccc2oc(C(=O)O)c(C)c2c1	1930	1645
O=C(NNc1ccccn1)c1ccccc1CC[N+](=O)[O-]	1785	1366
CN(C)S(=O)(=O)c1cccc(C(=O)Nc2ccc(Cl)cn2)c1	1730	1450
CCC(CC)c1nnc(NC(=O)C2CCCO2)s1 (centres undefined)	1830	1572
COc1ccc(-n2cnc3sc4c(c3c2=O)CCCC4)cc1	1726	1523
Cc1nccn1CC(=O)N/N=C/c1cccc(O)c1	1932	1668
CCc1ccc(C(=O)COC(=O)CCc2nc3ccccc3c(=O)[nH]2)cc1	1799	1592
COc1ccc(C)cc1-n1nnnc1SCC(=O)Nc1cc(C)on1	1858	1641
CCc1nnc(NC(=O)COc2ccc(N(C)S(=O)(=O)c3ccc(C)cc3)cc2)s1	1830	1453
CCCCOc1ccc(NC(=O)c2cc(F)c(F)cc2Cl)cc1	1722	1519
CCOc1ccccc1CNC(=O)c1cc2occc2n1C	1714	1553
Cc1cc(NC(=O)C2CCCO2)ccc1Br (centres undefined)	1661	1512
Cc1ccc(OCC(=O)NNC(=O)Cn2nnc(-c3ccccc3)n2)cc1	1939	1500
